# Bioassay records (PubChem)
# Vif inh – blocks HIV Vif function; 340,000 compounds, 0.35% hits; AID 602346; inhibition, % at 7.49 µM; HEK293T cells, Vif self-association by quenched fluorescence, imaging, 24 h; in the data active = inhibition above about 50%, passing the limit was not always enough; inconclusive = no clear call, values can overlap the other calls; inactive = below about 31%; also: some results filed as inactive read as strong as hits
# MC4R ag barr – human MC4R agonism via beta-arrestin; U2OS MC4R beta-arrestin complementation, luminescence; percent of melanotan II response, DMSO zero; AID 540308; activation, % at 8.9 µM; P32245; 360,000 compounds, 0.98% hits;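 active = activation above a per-plate cutoff, the mean activation of sample wells on that plate plus 3 SD, cut at about 8% in these data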
# Target sequence (P32245 whole entry, looked up): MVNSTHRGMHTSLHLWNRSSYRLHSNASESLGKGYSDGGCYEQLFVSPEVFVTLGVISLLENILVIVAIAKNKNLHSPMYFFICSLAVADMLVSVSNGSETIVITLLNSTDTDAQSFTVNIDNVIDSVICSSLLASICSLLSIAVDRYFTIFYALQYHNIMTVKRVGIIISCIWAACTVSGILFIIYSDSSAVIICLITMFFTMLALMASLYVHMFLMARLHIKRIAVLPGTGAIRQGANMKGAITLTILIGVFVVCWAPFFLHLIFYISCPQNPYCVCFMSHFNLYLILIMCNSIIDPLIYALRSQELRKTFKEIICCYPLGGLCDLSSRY
# TLR9-MyD88 block – blocks human TLR9 binding to MyD88. Q9NR96+Q99836. CHO BLA complementation TLR9-MyD88, CCF4 FRET ratio. inhibition, % at 4.98 µM. 340,000 compounds, 0.21% hits. AID 504734;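 active = inhibition above the mean over all tested compounds plus 3 SD, cut at about 21% in these data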;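 also: 0% = DMSO only wells and 100% = clavulanate BLA inhibitor control wells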
# aDG glyco up – alpha-DG glycosylation activation | Pro5-aDG cells, alpha-DG glycosylation AlphaScreen (IIH6); 0% Pro5, 100% B10-LARGE cell signal | activation, % at 10 µM | 360,000 compounds, 0.22% hits | AID 624168;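 active = activation of at least 8% versus controls, or a plate z-score of at least 8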;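 also: Pro5 are CHO cells carrying HIG-tagged alpha-DG that lacks glycosylation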
# Glyco luc inh – blocks N-linked glycosylation in D54 reporter cells; D54 ERlucT glycosylation luciferase reporter, 24 h; percent of 100 nM tunicamycin response; reporter increase, % at 12.5 µM; 360,000 compounds, 0.23% hits; AID 588692;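 active = mean luciferase reporter signal, scaled so untreated is 0 and the glycosylation-blocking control 100, at or above a set limit in every replicate; inconclusive = mean reaches the limit but not every replicate does; inactive = mean below the limit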;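 also: luciferase carries N-glycosylation sites so blocking glycosylation raises the light; 0% = median of neutral control wells and 100% = median of 100 nM tunicamycin wells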
# Exocytosis inh – lytic granule exocytosis inhibition. TALL-104 LAMP-1 surface exposure, flow cytometry; cells stimulated with thapsigargin and PMA. inhibition, % at 10 µM. 360,000 compounds, 0.66% hits. AID 651702;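 active = inhibition above about 55%, limit read from the data; inconclusive = no clear call, values can overlap the other calls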
# ABCB6 inh 2 – blocks the human ABCB6 transporter | Q9NP58 | K562-ABCB6 porphyrin accumulation, flow cytometry, 1 h; stronger effect = lower value | fluorescence ratio to DMSO, % at 10 µM | 360,000 compounds, 0.19% hits | AID 602162;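 active = fluorescence ratio to DMSO below 75%, the collection mean minus 3 SD; inconclusive = too few cells collected in the well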;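 also: signal is porphyrin accumulated inside mitochondria; 100% equals median channel fluorescence of DMSO control wells; lower ratio means ABCB6 inhibition with less porphyrin fluorescence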
# MC4R antag cAMP – human MC4R antagonism in cAMP assay. P32245. MC4R-expressing cells, MTII-stimulated cAMP, LANCE TR-FRET. inhibition, % at 6.5 µM. 360,000 compounds, 0.48% hits. AID 540295;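 active = inhibition above its plate's cutoff, the mean of tested wells on that plate plus 3 SD, cut at about 29% in these data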;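 also: 0% = Melanotan II alone and 100% = Melanotan II plus saturating MCL0020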
#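 system = U2OS cells with stable human MC4R expression | also added = Melanotan II challenge after compound preincubation | dosing = one concentration, 6.5 µM nominal | incubation = compound 30 min, challenge 1 h, detection 1 h | measured by = TR-FRET with Eu-cAMP and labeled anti-cAMP, 671 nm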
# NOD2-RIPK2 inh – inhibitors of human NOD2-RIPK2 interaction; O43353; CHO BLA complementation NOD2-RIPK2, CCF4 ratio; inhibition, % at 4.98 µM; 360,000 compounds, 0.38% hits; in the data active = inhibition above about 21%;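 also: 0% = vehicle only and 100% = reference blocker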
# Target sequence (O43353 whole entry, looked up): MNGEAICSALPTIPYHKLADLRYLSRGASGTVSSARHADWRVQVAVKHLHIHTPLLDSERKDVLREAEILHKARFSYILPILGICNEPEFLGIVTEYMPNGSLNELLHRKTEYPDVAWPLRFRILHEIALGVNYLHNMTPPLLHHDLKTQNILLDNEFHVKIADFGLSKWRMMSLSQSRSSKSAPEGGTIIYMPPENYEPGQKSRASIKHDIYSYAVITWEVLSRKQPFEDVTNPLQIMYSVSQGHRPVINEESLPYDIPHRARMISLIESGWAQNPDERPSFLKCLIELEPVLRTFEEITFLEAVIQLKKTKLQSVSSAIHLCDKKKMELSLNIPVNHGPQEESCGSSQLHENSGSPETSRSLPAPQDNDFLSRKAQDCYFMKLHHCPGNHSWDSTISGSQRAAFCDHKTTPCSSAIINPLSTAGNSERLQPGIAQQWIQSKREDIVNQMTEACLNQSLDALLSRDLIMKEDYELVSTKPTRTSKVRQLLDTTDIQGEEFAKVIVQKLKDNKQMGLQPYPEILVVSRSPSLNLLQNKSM
# ABHD5-PLIN5 inh – inhibitors of human ABHD5-perilipin-5 interaction; Q00G26+Q8WTS1; Split G. princeps luciferase complementation, luminescence, 4 h; inhibition, % at 4 µM; 360,000 compounds, 0.78% hits;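 active = inhibition above the mean inhibition across every tested compound plus 3 SD, cut at about 22% in these data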;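 also: 0% = DMSO only wells and the 100% control is not disclosed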
# * hit, by the source's call; ? = inconclusive; nt = not tested or not shown. Not all compounds are listed; the hit share may differ from the screen's.
SMILES,Vif inh,MC4R ag barr,TLR9-MyD88 block,aDG glyco up,Glyco luc inh,Exocytosis inh,ABCB6 inh 2,MC4R antag cAMP,NOD2-RIPK2 inh,ABHD5-PLIN5 inh
CCN1C(=O)[C@@H]2[C@@H](c3ccc(-c4cccc(Cl)c4)cc3)N3CCC[C@@]3(C(=O)OC)[C@@H]2C1=O,6.6,-0.6,-15.2,1.6,0.2,-4.7,103.0,3.9,3.8,4.1
CCn1c(SCC(=O)Nc2ccc(N3CCOCC3)cc2)nnc1-c1ccc(OC)cc1,-7.5,1.8,2.5,0.0,-2.2,-0.6,101.0,-1.4,2.0,0.1
Cc1cc(C(=O)NNC(=O)CCCOc2ccccc2)c(C)o1,nt,-1.2,-15.2,-0.2,-0.7,6.1,102.0,11.3,3.6,1.5
CCN(C(=O)COC(=O)c1cccnc1SC)c1c(N)n(Cc2ccccc2)c(=O)[nH]c1=O,12.4,-1.5,-0.7,0.2,1.0,-2.8,100.0,-2.4,3.4,6.2
N#Cc1nc(COc2ccccc2)oc1N1CCN(Cc2ccccc2)CC1,nt,-1.5,-0.3,-0.1,-1.9,6.8,86.0,7.0,-5.0,3.0
COc1ccc(CC(=O)NC2CCN(CC(=O)Nc3ccc4c(c3)OCCO4)CC2)cc1OC,-3.1,-0.7,-2.5,-0.2,0.5,7.6,94.0,6.7,-1.5,2.6
c1ccc(Cn2ccnc2SCc2nnc(-c3ccccc3)o2)cc1,-12.3,-0.8,-4.4,0.2,0.2,-2.1,107.0,4.6,-8.0,-0.2
OCCC1CN(Cc2cnc(-c3ccccc3)s2)CCN1CCc1ccccc1 (stereo unspecified),-5.6,-1.6,2.3,0.2,0.1,-5.0,73.0*,3.0,-1.4,-2.5
Cc1cc(-c2ccc(C)c(S(=O)(=O)N3CCN(c4ccc([N+](=O)[O-])cc4)CC3)c2)on1,-13.4,-2.0,-7.0,-0.1,-3.3,0.6,98.0,12.2,-12.3,2.0
CCOc1cc(/C=N/N=C2/NC(=O)C(CC(=O)O)S2)ccc1OCc1ccc(Cl)cc1 (stereo unspecified),-7.2,-1.6,-14.9,-0.4,-0.1,0.7,102.0,3.9,-11.1,-5.4
COc1ccc(Br)cc1/C=N/n1nnnc1N,0.8,-1.4,4.2,-0.1,0.2,-4.2,101.0,6.5,-8.2,4.0
COc1ccc2nc3n(c(=O)c2c1)-c1ncccc1C(=O)NC3CC(C)C (stereo unspecified),-2.4,-0.9,4.4,0.0,0.6,-1.1,103.0,0.8,-8.7,-2.3
CCOC(=O)c1cc(-c2ccc(C)cc2)n(CC(=O)NCc2ccco2)c1C,4.4,0.8,-7.5,0.2,0.9,-2.1,101.0,10.5,3.2,-1.6
Cn1nccc1C(=O)NC1CCCc2c1cnn2-c1ccccc1F (stereo unspecified),-20.0,-0.1,2.9,5.7,-2.7,-1.7,93.0,14.7,3.5,1.7
C=CCNC(=O)COC(=O)c1c2c(nc3ccccc13)CCC2,-0.9,1.4,-3.8,0.0,-1.2,-4.1,96.0,6.2,-7.5,-1.4
COc1cc(/C=C2\SC(=S)N(Nc3ccccc3)C2=O)cc(OC)c1OC,7.3,-2.2,4.3,-0.4,-2.4,0.2,98.0,-4.4,-4.3,-11.4
CCN(CC)C(=O)C1CC(=O)N(c2ccc(OC)cc2)C1c1ccc(OC)cc1 (stereo unspecified),1.7,1.1,3.7,0.2,-1.1,-0.1,99.0,4.9,-3.7,2.8
CC(C)(C)c1cc(NC(=O)c2cccs2)no1,-1.2,-0.4,0.8,-0.1,-13.5,-0.8,97.0,8.9,-6.1,-8.7
COc1ccc(S(=O)(=O)NCc2ccc(C(=O)N3CCN(Cc4ccccc4)CC3)cc2)cc1,-4.3,-2.5,-4.3,-0.1,-8.4,-3.2,99.0,2.7,4.6,0.7
Cc1cc(NC(=O)c2ccc(S(=O)(=O)N(C)C)cc2)no1,-5.9,-2.2,-5.3,-0.5,3.2,-1.8,96.0,1.2,0.3,-3.1
CCn1c(NC(=O)Nc2cccc(C)c2C)cc2sccc21,7.0,0.9,3.0,0.1,-0.1,0.2,133.0,22.4,-3.3,-21.5
O=c1cc(-c2ccc(O)c(O)c2)oc2c(C3O[C@H](CO)[C@@H](O)[C@H](O)[C@H]3O)c(O)cc(O)c12 (stereo partly specified),nt,-0.9,-3.8,0.0,2.3,-0.5,95.0,0.1,-5.5,-2.0
COc1ccc(-c2nc3ccccc3c(=O)n2CCCn2ccnc2)cc1,?,-1.4,-3.7,-0.2,3.8,0.5,100.0,2.9,-10.2,7.7
CC(C)CC(c1nnnn1C(C)(C)C)N1CCN(Cc2ccccc2)CC1 (stereo unspecified),24.1,-0.8,3.7,0.0,0.0,-4.3,101.0,13.6,0.0,-1.5
Nc1ccn(C2CCCCO2)c(=O)n1 (stereo unspecified),31.4,-1.5,2.8,0.1,-0.4,-5.9,89.0,-5.1,-5.9,3.3
O=C(COC(=O)/C=C/c1ccco1)NCCN1C(=O)CSC1=O,-0.8,1.2,-8.8,0.0,-1.2,-3.4,99.0,-1.1,-10.5,6.7
Fc1ccccc1N1CCN(C(c2ccccn2)c2nnnn2C2CCCCC2)CC1 (stereo unspecified),1.3,0.4,-4.8,-0.2,-2.5,-1.3,95.0,6.1,-11.9,6.1
COc1ccccc1OCC(=O)N(Cc1nnc(-c2ccccc2Cl)o1)C1CC1,-9.3,-0.9,-7.4,0.2,-0.1,-0.4,98.0,1.8,-12.2,2.9
CN1OC[C@@H]2CN(C(=O)C(C)(C)C)[C@H](c3cccc(-c4ccccc4)c3)C[C@@H]21,nt,-1.6,2.3,0.2,1.7,-0.6,97.0,10.3,1.8,-7.3
Clc1ccc(Cl)c(OCc2cc(-c3ccccc3Cl)on2)c1,-9.9,2.2,-12.7,0.2,2.1,0.8,109.0,2.1,-10.2,2.6

# Compound profiles, from the list above. Screens in order: Vif inh	MC4R ag barr	TLR9-MyD88 block	aDG glyco up	Glyco luc inh	Exocytosis inh	ABCB6 inh 2	MC4R antag cAMP	NOD2-RIPK2 inh	ABHD5-PLIN5 inh
# `CN1OC[C@@H]2CN(C(=O)C(C)(C)C)[C@H](c3cccc(-c4ccccc4)c3)C[C@@H]21` is entered as nt	-1.6	2.3	0.2	1.7	-0.6	97.0	10.3	1.8	-7.3
# `Clc1ccc(Cl)c(OCc2cc(-c3ccccc3Cl)on2)c1` is entered as -9.9	2.2	-12.7	0.2	2.1	0.8	109.0	2.1	-10.2	2.6

# Further records
SMILES,Vif inh,MC4R ag barr,TLR9-MyD88 block,aDG glyco up,Glyco luc inh,Exocytosis inh,ABCB6 inh 2,MC4R antag cAMP,NOD2-RIPK2 inh,ABHD5-PLIN5 inh
CCn1c(Cc2ccccc2)nnc1SCC(=O)Nc1cc(C)on1,-7.0,1.4,1.4,43.9*,1.6,-0.5,97.0,-2.4,-6.0,-3.6
C=CCC1S/C(=N/N=C/c2cccs2)NC1=O (stereo unspecified),9.4,-1.7,1.6,1.2,-0.1,14.3,108.0,-4.7,-6.8,1.6
CN1C(=O)[C@H]2[C@@H](/C=C/c3ccccc3)N3C(=O)CN(CCO)C(=O)[C@@]3(C)[C@H]2C1=O,2.6,-1.0,-0.6,-0.1,2.5,-3.7,103.0,4.5,-0.7,1.9
O=C(NCCc1ccc(Cl)cc1)C1CCCN(S(=O)(=O)N2CCCCCC2)C1 (stereo unspecified),0.8,-1.6,5.5,1.7,-2.5,-3.9,99.0,3.1,-11.0,-0.8
Cc1cccc(NC(=O)COc2ccccc2)c1,2.1,-1.1,-2.0,0.0,-1.4,-3.4,98.0,9.2,-7.0,-1.9
CCOC(=O)c1oc2cccc(O)c2c1C,-20.2,-0.6,-5.2,0.0,-1.2,-4.7,99.0,-11.9,-16.7,0.5
O=C(Nc1nnc2n1CCS2)c1ccco1,1.1,-3.0,5.8,-0.5,1.5,-0.8,207.0,5.4,-1.0,-4.1
COc1ccc(/C=N/NC(=O)c2cccnc2)c2ccccc12,-5.0,-1.3,3.9,0.1,1.0,1.3,96.0,-12.7,7.2,-0.5
CC(=O)N1CCN=C1SCc1ccccc1F,4.5,0.1,4.4,-0.1,0.6,1.2,104.0,1.4,5.7,0.9
Cc1nnc(SCc2ccccc2F)n1NCc1cccs1,10.0,-0.5,-0.4,-0.1,-2.9,-0.6,105.0,4.3,0.1,-0.8
Cc1cc(C(F)(F)F)c2c(=O)[nH]c(=O)n(Cc3ccccc3)c2n1,-1.8,1.6,-6.4,-0.1,-1.0,-7.3,97.0,16.6,-11.4,5.1
COc1cccc2cc(C(=O)Nc3ccccc3C(=O)N3CCOCC3)oc12,0.3,-0.1,11.7,-0.1,1.8,-6.6,102.0,-6.2,-3.4,10.4
CC(=O)N[C@@H](Cc1c[nH]c2ccccc12)C(=O)NC1CC1,-0.1,-2.7,2.9,-0.2,2.8,6.6,100.0,4.6,-1.2,2.8
COCCNC(=O)C(=O)N/N=C(\C)CC(=O)Nc1ccc2c(c1)OCO2,-5.6,0.4,2.3,-0.3,-2.4,-1.2,104.0,4.0,-14.4,-2.8
O=C(COC(=O)c1ccccc1Sc1ccc(C(F)(F)F)cc1[N+](=O)[O-])NC(=O)NC1CCCC1,-6.2,0.6,-4.8,0.4,-1.3,2.2,86.0,9.4,-0.4,-7.1
O=c1[nH]c2cc3c(cc2cc1C(c1nnnn1CC1CCCO1)N1CCCC1)OCO3 (stereo unspecified),-0.1,-0.7,5.4,-0.3,0.4,0.4,98.0,4.7,-13.1,6.1
Cc1ccc(N(CC(=O)N/N=C/c2cccs2)S(C)(=O)=O)cc1Cl,-9.3,-1.1,4.0,-0.2,-3.2,-1.4,94.0,-2.1,3.2,-3.5
O=C(NCc1ccc(F)cc1)C1CCCN1C(=O)NCc1ccccc1 (stereo unspecified),-14.3,-0.8,-0.1,-0.1,0.6,-0.8,95.0,2.3,-4.7,0.1
C=CCN(CC=C)c1nc2ccccc2nc1C(C#N)C(=O)OC(C)C (stereo unspecified),-6.6,0.3,-5.1,1.3,3.5,-1.7,120.0,2.5,-5.5,-10.3
Cc1cccc(C)c1NC(=O)CN(C)C(=O)c1cc([N+](=O)[O-])ccc1N1CCOCC1,0.6,-1.8,-13.3,-0.2,0.5,-1.5,105.0,-0.9,0.1,-7.7
CCOC(=O)CSC1=N/C(=C\c2ccc(OC)c(OC)c2)C(=O)N1C,0.0,-1.6,-2.5,-0.1,4.1,-0.1,94.0,-22.8,3.9,-4.4
Cc1cc2c(cc1S(=O)(=O)CCC(=O)N1CC(C)CC(C)C1)OCC(=O)N2 (stereo unspecified),?,-0.6,-1.4,0.2,-0.4,-5.8,99.0,-21.0,-15.6,-2.6
Cc1ccc(S(=O)(=O)CCc2nc3ccccc3n2CCC#N)cc1,4.4,-1.1,-7.9,0.7,-8.7,-2.4,102.0,1.4,-8.9,6.6
Cc1cc(C)c2nc(Nc3nc(-c4ccccc4)cc(=O)[nH]3)nc(C)c2c1,2.1,26.9*,-4.3,1.7,2.7,-2.8,97.0,-7.3,-0.1,-3.1
O=C(CCCCCN1C(=O)[C@@H]2Cc3ccccc3CN2C1=O)N[C@@H](Cc1ccc(O)cc1)C(=O)O,-3.1,-1.6,-3.6,0.1,3.0,1.5,97.0,2.1,7.2,4.2
